# High-throughput results from PubChem.
# GRP78 ERSR act: induces the endoplasmic reticulum stress response in human glioma cells | U87-MG GRP78 promoter luciferase reporter, 16 h | AID 602332 | 420,000 compounds, 0.02% hits | Potency, µM, without a hit: top-dose activation, most hits filed as activators; active means well fitted activation curve with a large enough effect; inconclusive means small, poorly fitted or top-dose-only effect; inactive means no such curve, though single readings can be large or run the other way; further: series mostly up to about 76 µM; % of control where 0% means no effect; nearly all actives have a fitted effect of over 35% in size
#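 Stably transfected U87-MG glioma cells carrying a GRP78-based luciferase sensor; 16 h compound incubation. Luminescence end-point read 10 min after Bright-Glo addition at room temperature.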
# The depositor's hits bear a star; u = inconclusive; & = joins results of further samples. Potency means the concentration at half of the fitted maximal effect.
1) O=C(OCC1OC(OC(=O)c2cc(O)c(O)c(OC(=O)c3cc(O)c(O)c(O)c3)c2)[C@@H](OC(=O)c2cc(O)c(O)c(OC(=O)c3cc(O)c(O)c(O)c3)c2)C(OC(=O)c2cc(O)c(O)c(OC(=O)c3cc(O)c(O)c(O)c3)c2)C1OC(=O)c1cc(O)c(O)c(OC(=O)c2cc(O)c(O)c(O)c2)c1)c1cc(O)c(O)c(OC(=O)c2cc(O)c(O)c(O)c2)c1 (stereo partly drawn)
  GRP78 ERSR act = -12%
2) CC(C)CN1CC2(CCN(S(=O)(=O)c3ccccc3)CC2)C1
  GRP78 ERSR act = -2%
3) Cn1cnc2c(ncn2[C@@H]2O[C@H](CO)[C@@H](O)[C@H]2O)c1=N
  GRP78 ERSR act = -3%
4) CCS(=O)(=O)NCc1c(C)ncc2c1CCN(C(=O)c1ccc(F)cc1)C2
  GRP78 ERSR act = 3%
5) CC(C)(C)N1C(=O)[C@H]2[C@H]3[C@H](O)[C@H](O)C/C(=N/OCc4ccccc4)[C@@H]3CC[C@@H]2C1=O
  GRP78 ERSR act = -2%
6) COc1ccc(OC)c(-c2ccnc(-n3ncc(C(=O)N(C)CCc4ccccn4)c3C)n2)c1
  GRP78 ERSR act = 0%
7) CC(=O)Oc1cccc(C)c1
  GRP78 ERSR act = -2%&-4%
8) CN(C)Cc1ccccc1-c1nc(NCc2ccccc2)c2ccccc2n1
  GRP78 ERSR act = -6%
9) Cn1cccc1C(=O)N1CCC2(CC1)CCN(c1cccc(-c3ccccc3)c1)CC2
  GRP78 ERSR act = -5%
10) O=c1cnc2cnc(Oc3ccccc3)nc2n1Cc1ccc(F)cc1
  GRP78 ERSR act = -3%
11) CC(C)C[C@H](NC(=O)[C@@H]1CCCN1C(=O)[C@H](CO)NC(=O)[C@H](Cc1ccccc1)NC(=O)CNC(=O)[C@@H]1CCCN1C(=O)[C@@H]1CCCN1C(=O)[C@@H](N)CCCN=C(N)N)C(=O)O
  GRP78 ERSR act = -2%
12) CC(=O)Oc1cc(OC(C)=O)c2c(=O)cc(-c3ccc(OC(C)=O)c(OC(C)=O)c3)oc2c1
  GRP78 ERSR act = -7%
13) C/C=C/OC(=O)NC(c1ccccc1)[C@]1(C(C)=O)CCCC1=O (stereo partly drawn)
  GRP78 ERSR act = -3%
14) CC(C)NC(=O)[C@@H]1C[C@@H](Sc2ccccn2)CN1C1CCN(C)CC1
  GRP78 ERSR act = -3%
15) Cc1cc(Nc2ccccc2C(=O)O)ccc1Cl
  GRP78 ERSR act = 1%
16) COCC(=O)N1CCC[C@@]2(CCN(Cc3ccccc3OC)C2)C1
  GRP78 ERSR act = -5%
17) CC(=O)N(Cc1ccc2c(c1)OCO2)Cc1cc2ccc(C)cc2nc1-c1cccc(C)c1
  GRP78 ERSR act = -6%
18) CN(C)C(=O)c1ccc(-c2ccc3ncnc(NCc4cccs4)c3c2)cc1
  GRP78 ERSR act = 1%
19) CN(C)C(=O)NC1CCCCCCC1
  GRP78 ERSR act = -7%
20) COc1ccccc1-c1ccc2ncnc(N(C)C)c2c1
  GRP78 ERSR act = -1%
21) Nc1sc2c(c1C(=O)c1ccc(Cl)cc1)CCCC2
  GRP78 ERSR act = -6%
22) Cc1ncc2c(c1CNS(=O)(=O)N(C)C)CCN(C(=O)/C=C/c1ccccc1F)C2
  GRP78 ERSR act = -2%
23) CN1C(=O)C(Cc2c[nH]c3ccccc23)NC1=S (stereo not drawn)
  GRP78 ERSR act = 8%
24) O=C(c1ccnc(-n2cnnn2)c1)N1CCOc2ccc(C(O)CCc3ccccc3)cc2C1 (stereo not drawn)
  GRP78 ERSR act = 0%
25) C=CCOC(=O)C(C(C)=O)C(NC(=O)OC)c1ccc2ccccc2c1 (stereo not drawn)
  GRP78 ERSR act = -5%

# Entries 6 to 24 of the list above:
6) COc1ccc(OC)c(-c2ccnc(-n3ncc(C(=O)N(C)CCc4ccccn4)c3C)n2)c1
  GRP78 ERSR act = 0%
7) CC(=O)Oc1cccc(C)c1
  GRP78 ERSR act = -2%&-4%
8) CN(C)Cc1ccccc1-c1nc(NCc2ccccc2)c2ccccc2n1
  GRP78 ERSR act = -6%
9) Cn1cccc1C(=O)N1CCC2(CC1)CCN(c1cccc(-c3ccccc3)c1)CC2
  GRP78 ERSR act = -5%
10) O=c1cnc2cnc(Oc3ccccc3)nc2n1Cc1ccc(F)cc1
  GRP78 ERSR act = -3%
11) CC(C)C[C@H](NC(=O)[C@@H]1CCCN1C(=O)[C@H](CO)NC(=O)[C@H](Cc1ccccc1)NC(=O)CNC(=O)[C@@H]1CCCN1C(=O)[C@@H]1CCCN1C(=O)[C@@H](N)CCCN=C(N)N)C(=O)O
  GRP78 ERSR act = -2%
12) CC(=O)Oc1cc(OC(C)=O)c2c(=O)cc(-c3ccc(OC(C)=O)c(OC(C)=O)c3)oc2c1
  GRP78 ERSR act = -7%
13) C/C=C/OC(=O)NC(c1ccccc1)[C@]1(C(C)=O)CCCC1=O (stereo partly drawn)
  GRP78 ERSR act = -3%
14) CC(C)NC(=O)[C@@H]1C[C@@H](Sc2ccccn2)CN1C1CCN(C)CC1
  GRP78 ERSR act = -3%
15) Cc1cc(Nc2ccccc2C(=O)O)ccc1Cl
  GRP78 ERSR act = 1%
16) COCC(=O)N1CCC[C@@]2(CCN(Cc3ccccc3OC)C2)C1
  GRP78 ERSR act = -5%
17) CC(=O)N(Cc1ccc2c(c1)OCO2)Cc1cc2ccc(C)cc2nc1-c1cccc(C)c1
  GRP78 ERSR act = -6%
18) CN(C)C(=O)c1ccc(-c2ccc3ncnc(NCc4cccs4)c3c2)cc1
  GRP78 ERSR act = 1%
19) CN(C)C(=O)NC1CCCCCCC1
  GRP78 ERSR act = -7%
20) COc1ccccc1-c1ccc2ncnc(N(C)C)c2c1
  GRP78 ERSR act = -1%
21) Nc1sc2c(c1C(=O)c1ccc(Cl)cc1)CCCC2
  GRP78 ERSR act = -6%
22) Cc1ncc2c(c1CNS(=O)(=O)N(C)C)CCN(C(=O)/C=C/c1ccccc1F)C2
  GRP78 ERSR act = -2%
23) CN1C(=O)C(Cc2c[nH]c3ccccc23)NC1=S (stereo not drawn)
  GRP78 ERSR act = 8%
24) O=C(c1ccnc(-n2cnnn2)c1)N1CCOc2ccc(C(O)CCc3ccccc3)cc2C1 (stereo not drawn)
  GRP78 ERSR act = 0%

# Next part
26) O=C(NCc1nnc2n1CCN(Cc1cc3c(cc1Cl)OCO3)CC2)C1CCOC1 (stereo not drawn)
  GRP78 ERSR act = -5%
27) COC(=O)CC1C2(C)CC34OC5(C)O[C@@]6(C7/C(=C(/OC)C(C)C)C(=O)OC(c8ccoc8)[C@@]7(C)C(OC(=O)C(C)C)C(OC)[C@]6(O5)[C@@]13C)C(OC)[C@]4(OC)C2OC(C)=O (stereo partly drawn)
  GRP78 ERSR act = -4%
28) CSc1nc(N)c2ncn([C@H]3O[C@H](COP(=O)(O)OP(=O)(O)O)[C@@H](O)[C@@H]3O)c2n1
  GRP78 ERSR act = -2%
29) COc1ccc(-c2nc3cnc(N4CCNCC4)nc3n(C3CC3)c2=O)cc1
  GRP78 ERSR act = -4%
30) CS(=O)(=O)c1ccc(-c2cccc3c2OC(CNC(=O)c2cc(C4CC4)[nH]n2)C3)cc1 (stereo not drawn)
  GRP78 ERSR act = -2%
31) COC(=O)[C@@H]1CCCN1Cc1ccc2c(c1)CN(Cc1cccn1-c1ccccn1)CCO2
  GRP78 ERSR act = 1%
32) CN(C)C(=O)c1ccc(-c2nc(NCc3cccnc3)c3ccccc3n2)cc1
  GRP78 ERSR act = -1%
33) CCCCC(F)(F)[C@@]1(O)CC[C@H]2[C@H](CC(=O)[C@@H]2CCCCCCC(=O)O)O1
  GRP78 ERSR act = 2%
34) CC1(C)OC2CC3C4CCC5=CC(=O)CCC5(C)C4(F)C(O)CC3(C)[C@]2(C(=O)CCl)O1 (stereo partly drawn)
  GRP78 ERSR act = -5%
35) CN1CCN(c2ncc3nc(-c4cn(C)c5ccccc45)c(=O)n(-c4ccccc4)c3n2)CC1
  GRP78 ERSR act = 4%
36) CC(C)NC(=O)N1CCC2(CC1)CCN(S(=O)(=O)c1ccccc1)CC2
  GRP78 ERSR act = -1%
37) CC(=O)N1CCC2(CC1)CN(C(=O)Nc1cccc(C#N)c1)C2
  GRP78 ERSR act = -3%
38) C[C@H](O/N=C1/[C@H]2O[C@@H]2[C@@H](O)[C@H]2[C@H]1CCn1c(=O)n(-c3ccccc3)c(=O)n12)c1cn([C@H](CO)Cc2ccccc2)nn1
  GRP78 ERSR act = -5%&-3%
39) O=C(/C=C/c1ccccc1)c1ccc(O)cc1
  GRP78 ERSR act = -3%
40) Cc1c(CC(C)(C)C(=O)O)n(Cc2ccc(Cl)cc2)c2ccc(F)cc12
  GRP78 ERSR act = -2%
41) CC(C)CN1CCC2(CC1)CCN(C(=O)c1ccco1)CC2
  GRP78 ERSR act = 0%
42) C[C@H](NC[C@H](O)CP(=O)(O)Cc1ccccc1)c1ccc(Cl)c(Cl)c1
  GRP78 ERSR act = -3%&4%
43) COc1cccc(Nc2ncc3ncc(=O)n(CCC#N)c3n2)c1
  GRP78 ERSR act = -2%
44) O=C(CCN1Cc2ccccc2OC(c2ccccc2)C1)N[C@@H]1CS(=O)(=O)C[C@H]1O (stereo partly drawn)
  GRP78 ERSR act = -5%
45) CCC1CN(CC(=O)NC(C)c2c(C)nn(C)c2C)Cc2cc(OC)ccc2O1 (stereo not drawn)
  GRP78 ERSR act = -5%
46) C[C@H](N)C(=O)N[C@@H](CO)C(=O)N[C@H](C(=O)N[C@H](C(=O)N[C@H](C(=O)N[C@@H](CC(N)=O)C(=O)N[C@@H](Cc1ccc(O)cc1)C(=O)N[C@H](C(=O)O)[C@@H](C)O)[C@@H](C)O)[C@@H](C)O)[C@@H](C)O
  GRP78 ERSR act = -4%
47) CCNC(=O)CCC(N)C(=O)O (stereo not drawn)
  GRP78 ERSR act = -1%
48) CC(C)CC1C(=O)N2CCCC2C2(O)O[C@@](NC(=O)C3C=C4c5cccc6[nH]c(Br)c(c56)CC4N(C)C3)(C(C)C)C(=O)N12 (stereo partly drawn)
  GRP78 ERSR act = -5%
49) CC(=O)OCC(=O)C1CCC2C3CC=C4CC(O)CC[C@@]4(C)C3CC[C@]12C (stereo partly drawn)
  GRP78 ERSR act = -3%
50) O=c1n(Cc2cc3c(cc2Cl)OCO3)c(=O)n2n1CC[C@H]1/C(=N\OCc3ccccc3)[C@H]3O[C@@H]3[C@@H](O)[C@@H]12
  GRP78 ERSR act = -5%

# Laid out differently: entries from further up.
no. | molecule | GRP78 ERSR act
29 | COc1ccc(-c2nc3cnc(N4CCNCC4)nc3n(C3CC3)c2=O)cc1 | -4%
30 | CS(=O)(=O)c1ccc(-c2cccc3c2OC(CNC(=O)c2cc(C4CC4)[nH]n2)C3)cc1 (stereo not drawn) | -2%

# Next compounds follow:
51) C[C@@H]1[C@H]2CC[C@@H]3[C@@H]4CC=C5C[C@@H](N(C)C)CC[C@]5(C)[C@@H]4CC[C@@]32CN1C
  GRP78 ERSR act = -6%
52) C=C1CCC(O)C/C1=C/C=C1\CCC[C@@]2(C)C(C(C)/C=C/C(C)C(C)C)CC[C@@H]12 (stereo partly drawn)
  GRP78 ERSR act = -4%
53) Cc1cc(O)c2c(O)c3c(O)cccc3cc2c1
  GRP78 ERSR act = -2%
54) COc1ccc(CN2CCC3(CC2)c2ccccc2[C@@H](NC(=O)c2ccsc2)[C@@H]3OC)cc1O
  GRP78 ERSR act = -1%
55) C=C1CCC(O)C/C1=C\C=C1/CCCC2(C)C1CCC2C(C)/C=C/C(C)C(C)C (stereo not drawn)
  GRP78 ERSR act = -3%
56) CO[C@H]1C[C@@H](O[C@@H]2[C@@H](C)O[C@@H](O[C@@H]3/C(C)=C/CC4C[C@@H](C[C@]5(C=C[C@@H](C)[C@H](C6CCCCC6)O5)O4)OC(=O)[C@@H]4C=C(C)[C@@H](O)[C@H]5OC/C(=C\C=C\[C@@H]3C)[C@]54O)C[C@H]2OC)O[C@@H](C)[C@@H]1O
  GRP78 ERSR act = -10%
57) OC1(c2ccc3c(c2)CN(Cc2nccs2)CCO3)CCN(c2ccccc2F)CC1
  GRP78 ERSR act = 2%
58) CC(=O)OC1C[C@@]2(C)C(c3ccoc3)OC(=O)C3O[C@@]32[C@]2(C)C(OC(C)=O)CC3C(C)(C)C(OC(C)=O)CC(OC(C)=O)[C@@]3(C)C12 (stereo partly drawn)
  GRP78 ERSR act = -2%
59) Cc1cc(=O)c2c(O)c3c(O)cc(O)c4c5c(O)cc(O)c6c(O)c7c(=O)cc(C)c8c1c2c(c34)c(c65)c78
  GRP78 ERSR act = u
60) Cn1c(=O)c(-c2ccc(Cl)cc2)nc2cnc(Oc3ccccc3)nc21
  GRP78 ERSR act = -4%
61) N#CCCn1c(=O)cnc2cnc(Oc3ccccc3)nc21
  GRP78 ERSR act = -2%
62) Cn1c(=O)n2n(c1=O)[C@H]1[C@H](O)[C@H]3O[C@@H]3/C(=N/OC[C@@H](O)COCc3ccco3)[C@@H]1CC2
  GRP78 ERSR act = -6%
63) O=c1cnc2cnc(OCc3ccccc3)nc2n1CCc1ccccc1
  GRP78 ERSR act = -4%
64) CN(Cc1ccco1)C(=O)c1cc(NC(=O)C2CCC2)c2c(c1)nc(-c1ccncc1)n2C
  GRP78 ERSR act = -9%

# The list is partial; rates above refer to the full screens.
